# High-throughput results from PubChem BioAssay.
# FAS-TE inh = inhibitors of human fatty acid synthase thioesterase domain. 360,000 compounds, 0.67% hits. inhibition, % at 15 µM. P49327. recombinant FAS-TE, OMFH fluorogenic substrate, fluorescence endpoint;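 active = compounds whose normalised, plate-corrected inhibition of enzyme fluorescence in the single-dose primary screen is 50% or more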;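 note: 0% = DMSO with enzyme and 100% = substrate without enzyme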
# MLLE-PAM2 inh = inhibitors of microRNA-mediated deadenylation, human PABP1 MLLE binding; P11940; GST-MLLE / FITC-PAM2 fluorescence polarization; inhibition, % at 20 µM; 360,000 compounds, 0.36% hits; AID 588489; in the data active = inhibition above about 35%, passing the limit was not always enough;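 note: plate controls were DMSO wells with GST-MLLE for no effect and wells lacking GST-MLLE protein for full effect; some results filed as inactive read as strong as hits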
# TbMetRS inhib = blocks T. brucei methionyl-tRNA synthetase activity | purified T. brucei MetRS, ATP depletion, Kinase-Glo luminescence | inhibition, % at 11.9 µM | 360,000 compounds, 0.4% hits;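 active = inhibition above a per-plate cutoff of the control wells' mean inhibition plus 3 SD, cut at about 5.5% in these data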;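 note: 0% = DMSO wells median and 100% = median of wells with control inhibitor compound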
#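 Test system – parasite MetRS enzyme · Reagent – substrates ATP, L-methionine and bulk Escherichia coli tRNA · Doses – 11.9 µM compound single dose, 0.9% DMSO · Times – 15 min enzyme-compound preincubation, 2 h reaction, 10 min detection, 25 °C · Signal – Kinase-Glo luminescence, ATP depletion format · Controls – DMSO-only wells as low control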
# MsrA act = bovine methionine sulfoxide reductase A activation; 360,000 compounds, 0.3% hits; purified bovine MsrA, absorbance read-out; AID 602163; activation, % at 10.6 µM; in the data active = activation above about 7.5%;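 note: 0% = vehicle and 100% = reference activator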
# NRP1-CendR mod = alters CendR peptide binding to human NRP-1; 360,000 compounds, 0.85% hits; FAM-RPARPAR peptide binding to NRP-1, fluorescence polarization; O14786; AID 602438; inhibition, % at 25 µM;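 active = inhibition or corrected inhibition above about 18%, plus a signal ratio from 0.5 to 1.5, limit read from the data, passing the limit was not always enough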; note: strong numbers were not always called active
# Target sequence (O14786 whole entry, looked up): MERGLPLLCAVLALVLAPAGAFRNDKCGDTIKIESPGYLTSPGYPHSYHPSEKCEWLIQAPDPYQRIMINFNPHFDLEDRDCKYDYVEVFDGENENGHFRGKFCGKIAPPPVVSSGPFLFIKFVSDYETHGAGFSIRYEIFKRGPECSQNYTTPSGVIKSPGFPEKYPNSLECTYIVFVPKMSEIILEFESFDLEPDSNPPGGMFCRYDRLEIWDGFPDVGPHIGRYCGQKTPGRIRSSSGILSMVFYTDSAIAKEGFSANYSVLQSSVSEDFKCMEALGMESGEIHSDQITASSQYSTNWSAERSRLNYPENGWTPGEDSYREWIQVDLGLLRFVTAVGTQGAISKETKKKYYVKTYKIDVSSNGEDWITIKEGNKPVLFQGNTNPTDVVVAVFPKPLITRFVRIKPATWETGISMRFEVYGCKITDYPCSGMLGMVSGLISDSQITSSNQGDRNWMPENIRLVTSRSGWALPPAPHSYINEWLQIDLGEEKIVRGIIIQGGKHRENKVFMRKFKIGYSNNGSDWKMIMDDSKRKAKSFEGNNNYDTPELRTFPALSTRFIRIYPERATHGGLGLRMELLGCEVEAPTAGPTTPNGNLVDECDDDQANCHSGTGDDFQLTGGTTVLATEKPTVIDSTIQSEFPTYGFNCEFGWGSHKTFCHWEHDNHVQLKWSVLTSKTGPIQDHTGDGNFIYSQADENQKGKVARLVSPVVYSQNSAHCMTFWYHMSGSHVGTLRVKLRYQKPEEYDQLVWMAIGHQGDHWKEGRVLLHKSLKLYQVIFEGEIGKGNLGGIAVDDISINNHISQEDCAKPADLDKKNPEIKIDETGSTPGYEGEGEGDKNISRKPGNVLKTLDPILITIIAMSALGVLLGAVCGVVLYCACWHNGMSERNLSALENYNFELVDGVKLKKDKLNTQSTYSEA
# SKN-1 block = inhibitors of C. elegans SKN-1. 360,000 compounds, 0.49% hits. C. elegans VP596 Pgst-4::GFP/RFP ratio, acrylamide-induced, 24 h. inhibition, % at 21.8 µM;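 active = interference check ratio from 0.5 to 1.5 plus GFP to RFP signal ratio inhibition reaching or exceeding a fixed threshold, cut at about 30% in these data, passing the limit was not always enough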; note: some compounds called inactive have numbers as strong as hits
# MT1-MMP act inh = MT1-MMP (human) activation inhibition; P50281; HT1080 RFP-PRO-GFP cells, GFP/RFP ratio fluorescence, overnight; percent of plate control window, DMSO zero; 360,000 compounds, 0.061% hits; GFP/RFP ratio change, % at 20 µM; AID 651647;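 active = GFP/RFP ratio change of at least 30% with cell ATP level not reduced by more than half and red fluorescence within 50% of control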; note: strong numbers were not always called active
#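 Assay system: HT1080 RFP-PRO-GFP cells | Dosing: 20 µM single dose, 1% DMSO | Incubation: Cells overnight before dosing, compound overnight, 37 °C, 5% CO2 | Evaluation: GFP/RFP fluorescence ratio | Control set: DMSO-only wells and HT1080 RFP-L50D-GFP cell wells as references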
# MsrA inhibitor = inhibits bovine methionine sulfoxide reductase A; purified bovine MsrA, absorbance read-out; inhibition, % at 15.5 µM; 360,000 compounds, 0.75% hits; in the data active = inhibition above about 4.5%;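 note: 0% = vehicle wells with enzyme and 100% = reference inhibitor wells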
# eLon inh = inhibits E. coli Lon protease; P0A9M0; inhibition, % at 7.94 µM; 360,000 compounds, 0.42% hits; purified E. coli Lon protease, fluorescence polarization; AID 602123; in the data active = inhibition above about 13%, passing the limit was not always enough;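 note: 0% = enzyme with probe and DMSO and 100% = no enzyme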
# * = called active by the depositor.
SMILES	FAS-TE inh	MLLE-PAM2 inh	TbMetRS inhib	MsrA act	NRP1-CendR mod	SKN-1 block	MT1-MMP act inh	MsrA inhibitor	eLon inh
O=C(c1ccc(-c2cccc(C(F)(F)F)c2)o1)N1CCOCC1	-1.9	3.8	-0.5	-4.1	-3.7	45.1*	1.4	0.3	-1.5
O=C(Nc1cccc(S(=O)(=O)N2CCOCC2)c1)C1CCCN(C(=O)c2ccc(Cl)cc2)C1 (stereo not given)	0.0	-13.1	-1.3	-6.0	9.3	-0.3	11.6	0.1	-7.7
Cc1cc(C)cc(NC(=O)N2CCNC(=O)C2CC(=O)Nc2cc(Cl)ccc2Cl)c1 (stereo not given)	7.9	-9.3	-0.5	-0.8	1.6	12.3	9.0	-0.9	-4.2
Cc1nn(C)c(Cl)c1S(=O)(=O)N1CCC(CO)(CCc2ccccc2)CC1	2.0	-6.9	-0.6	-3.3	-3.4	3.5	1.6	-0.4	-5.0
Cc1cccc(C2c3[nH]c4ccccc4c3CCN2C(=O)c2ccc(=O)[nH]c2)n1 (stereo not given)	-8.1	-4.7	0.2	-4.5	4.5	-1.3	3.3	-0.7	1.2
Nc1nc2c(nc(SCc3ccccc3Br)n2C2OC(CO)C(O)C2O)c(=O)[nH]1 (stereo not given)	-2.7	-8.0	0.0	-2.6	-7.0	6.0	-1.2	0.3	-3.5
COCCNC(=O)/C(C#N)=C1\N=C(NC(=O)c2ccco2)c2ccccc21	-7.8	4.5	-0.4	-4.1	-12.6	16.1	-7.8	4.8*	-12.2
COC(=O)c1ccc(CN(c2ccc(OC)cc2)S(=O)(=O)c2ccccc2)cc1	28.2	0.3	-0.8	-3.5	2.9	0.2	-2.5	-0.5	-0.8
Cc1ccc(-c2nn(-c3ccccn3)c(=O)c3ccccc23)cc1C	2.7	11.9	-0.2	-5.5	6.6	7.6	3.3	0.3	-1.0
O=C(N1CCCCCC1)N1CCN(S(=O)(=O)c2cccc([N+](=O)[O-])c2)CC1	-4.2	1.4	-1.0	-12.9	7.6	-6.4	0.5	-1.1	-7.5
O=C(Cc1cscn1)c1ccc(O)cc1O	-4.7	3.0	-0.9	-6.7	3.9	9.8	3.8	3.8	10.3
Cc1ccc(S(=O)(=O)N2CCC(C(=O)Nc3ccc(S(=O)(=O)N4CCCC4)cc3)CC2)cc1	14.6	-74.2	-0.4	-12.9	3.2	-6.0	-7.1	1.2	14.4
COC(=O)COc1ccc2c(=O)c(Oc3ccccc3)c(C)oc2c1	-0.3	11.9	-1.1	-1.8	5.9	-31.6	7.0	-1.0	-2.7
COCCCNc1nc(N)c([N+](=O)[O-])c(NC2CCCCC2)n1	6.0	-3.3	-1.2	-6.0	2.7	-13.0	-3.2	4.3	-0.4
O=C(NC(NC(=S)Nc1ccccc1C(=O)O)C(Cl)(Cl)Cl)c1ccco1 (stereo not given)	0.3	32.0	-1.8	-10.4	-16.8	-9.4	2.6	0.4	5.1
COc1ccc(S(=O)(=O)NCc2cccnc2)cc1Br	-0.8	2.4	0.9	4.7	12.9	14.3	8.3	0.6	-5.5
CCCCC(=O)Nc1ccc(C(=O)NNC(=S)NC(=O)c2ccco2)cc1	0.2	-9.5	-0.2	-0.9	7.7	3.1	1.5	2.5	2.5
CN(CC(=O)Nc1ccc(F)cc1)C(=O)CN1C(=O)NC2(CCCCC2)C1=O	-13.4	-8.7	0.1	-2.0	-9.0	9.8	0.2	-0.7	-3.6
CCS(=O)(=O)c1ccc(C(=O)Nc2cccc(Cl)c2)c(Cl)c1Cl	5.9	-0.8	0.8	-0.3	1.2	19.1	4.7	0.6	-4.0
COCC1CCCCN1C(=O)c1cccc(OC2CCN(C(=O)C3CC3)CC2)c1 (stereo not given)	-5.1	1.1	0.0	-1.4	16.9	23.1	0.4	2.2	-11.3
CCOCCCNC(=O)C(c1ccc(C)cc1)N(Cc1cccs1)C(=O)c1ccccn1 (stereo not given)	-5.8	-2.5	-0.8	-6.6	9.4	-2.5	-0.2	-0.2	3.5
O=C(NN1C(=O)/C(=C/c2cccs2)SC1=S)c1cccnc1	-7.3	13.0	-5.6	-3.0	-14.1	15.6	-17.2	-0.5	-22.0
O=C(OC(C(=O)NCC1CCCO1)c1ccccn1)c1cccs1 (stereo not given)	-5.7	5.7	0.2	-0.9	-3.7	21.2	-0.8	-0.4	-1.6
Cn1c(SCC(=O)NNC(=O)Cc2ccccc2)nc2ccccc2c1=O	-9.1	9.8	0.1	-2.0	1.2	0.9	2.1	0.0	-7.2
CCOC(=O)Nc1cc(OC)c(OC)cc1Cc1nccc2cc(OC)c(OC)cc12	-2.6	5.6	-0.3	2.0	0.9	13.1	-2.9	0.7	8.4
Cc1c(-c2ccc(Cl)cc2)oc(=O)c2c(N)n(-c3ccccc3)nc12	-0.4	-6.0	0.2	-2.6	-12.0	1.2	-1.1	1.8	1.3
O=C(NCc1ccccn1)c1nn(-c2ccccc2)c(=O)c2ccccc12	1.0	5.2	-0.1	-1.6	-7.7	7.4	0.2	0.5	-1.5
COc1ccc(OC)c(-c2nc3c(C)n[nH]c(=O)c3[nH]2)c1	-1.3	-0.4	-0.3	-1.5	-5.9	-4.5	1.3	-1.7	0.8
Cn1nc([N+](=O)[O-])nc1N1CCOCC1	-6.4	-8.9	-0.5	-7.0	-0.3	1.2	2.3	0.4	-4.6
CC(=O)/C=C1/C(=O)Nc2ccccc21	1.9	3.4	-0.4	0.5	-3.1	17.0	0.3	-1.1	4.6
CCN1CCN(c2oc(-c3ccc(OC)cc3)nc2C#N)CC1	2.8	-4.3	-0.9	-7.0	-13.2	18.0	12.0	-0.4	-6.5
CC(C)CN(C(=O)COC(=O)Cc1n[nH]c(=O)c2ccccc12)C1CCS(=O)(=O)C1 (stereo not given)	-4.0	-18.0	0.3	-0.7	-14.4	4.2	9.8	0.1	0.7
CCn1cc(CN2CCC(C(=O)Nc3ccc(Oc4ccccc4F)cc3)CC2)cn1	-3.1	-7.5	-0.2	-2.1	-11.9	10.9	2.6	-0.2	0.7
Cc1csc(CN(C)C(=O)C2CCC(=O)N(Cc3ccc(Cl)cc3)C2)n1 (stereo not given)	-3.5	-2.8	0.5	-3.1	1.4	-9.5	-3.8	-1.1	-5.2
O=C1C(c2ccc(F)cc2)N(C2CCCCC2)C(=O)CN1C1CCCC1 (stereo not given)	-3.2	-6.8	-0.3	-1.0	0.0	-3.0	12.7	-1.9	2.2
Oc1cc2c(cc1CN1CCN(c3ncccn3)CC1)OCO2	-8.3	29.0	-0.1	-3.5	7.9	8.7	-4.0	-1.2	-1.6
CCN(CC)CCCNC(=O)c1cc2nc(-c3ccccc3)cc(C(F)(F)F)n2n1	-7.7	-0.6	-0.8	-2.9	11.7	-1.4	3.5	0.5	-2.3
COc1ccc(Nc2nc(-c3cccs3)nc3ccccc23)cc1S(=O)(=O)N1CCOCC1	41.8	-7.8	-0.8	-2.3	-10.1	17.2	-20.3	1.7	-3.9
Cc1ccc(S(=O)(=O)CCC(=O)OCC(=O)NCc2ccc(Cl)cc2)cc1	1.2	-1.3	-0.2	-1.9	-8.1	-3.1	0.7	-0.1	15.7
O=C(c1cccc(S(=O)(=O)N2CCCc3ccccc32)c1)N1CCN(c2ccccc2)CC1	20.5	-11.1	0.0	0.1	-17.3	15.8	-1.2	0.4	-17.7

# Record cards, from the list above. Order of values: FAS-TE inh | MLLE-PAM2 inh | TbMetRS inhib | MsrA act | NRP1-CendR mod | SKN-1 block | MT1-MMP act inh | MsrA inhibitor | eLon inh
# Listed for CCn1cc(CN2CCC(C(=O)Nc3ccc(Oc4ccccc4F)cc3)CC2)cn1 = -3.1 | -7.5 | -0.2 | -2.1 | -11.9 | 10.9 | 2.6 | -0.2 | 0.7
# Listed for Cc1csc(CN(C)C(=O)C2CCC(=O)N(Cc3ccc(Cl)cc3)C2)n1 (stereo not given) = -3.5 | -2.8 | 0.5 | -3.1 | 1.4 | -9.5 | -3.8 | -1.1 | -5.2
# Listed for COc1ccc(Nc2nc(-c3cccs3)nc3ccccc23)cc1S(=O)(=O)N1CCOCC1 = 41.8 | -7.8 | -0.8 | -2.3 | -10.1 | 17.2 | -20.3 | 1.7 | -3.9

# Carrying on:
SMILES	FAS-TE inh	MLLE-PAM2 inh	TbMetRS inhib	MsrA act	NRP1-CendR mod	SKN-1 block	MT1-MMP act inh	MsrA inhibitor	eLon inh
COc1ccccc1OCC(=O)Nc1ncc(C)s1	-7.4	-17.8	-0.2	-2.6	7.0	6.2	-0.9	0.9	1.6
Cc1cccc(NC(=O)C2CCN(S(=O)(=O)c3ccc(Cl)cc3)CC2)n1	4.8	9.0	-0.6	-8.7	-0.1	2.5	6.2	-0.5	-3.5
CC(C)[C@H](NC(=O)[C@H](CCCN=C(N)N)NC(=O)NC(Cc1ccccc1)C(=O)O)C(=O)NC(C=O)CCCN=C(N)N (stereo not given in full)	-4.4	3.7	-1.1	-2.0	-5.7	-15.3	4.5	3.1	-7.6
O=S(=O)(O)c1cc(OS(=O)(=O)c2ccccc2)cc2ccccc12	5.2	-9.2	-0.6	-3.8	0.5	0.8	-0.5	0.7	1.9
Cc1ccc(C)c(NC(=O)COC(=O)c2cccc(S(=O)(=O)N3CCCCC3)c2)c1	-3.7	-3.5	-0.3	-1.3	-5.5	7.5	-4.9	-0.5	-17.5
CC(=O)Nc1ccc(N(C(=O)CNC(=O)c2ccco2)C(C(=O)NCC2CCCO2)c2ccccc2)cc1 (stereo not given)	-4.9	-4.3	-0.3	-3.4	-3.3	-0.2	0.5	-0.4	6.5
NC(=O)CSc1nc(O)cc(=O)n1-c1ccccc1	-6.4	4.4	0.1	-3.3	-18.7	-10.1	-7.8	-1.8	6.3
C=CCn1c(=N)n(CC(=O)c2ccc(Br)s2)c2ccccc21	-3.0	2.4	1.9	-8.3	9.4	5.9	-3.3	0.4	-1.0
CCOC(=O)c1nnn(CC(=O)Nc2cc(F)ccc2F)c1C(=O)OCC	-7.0	19.2	1.7	-1.6	-7.3	-8.5	1.3	-0.1	-12.7
NS(=O)(=O)c1ccc(CCNC(=O)c2ccc(NS(=O)(=O)c3ccc4[nH]c(=O)[nH]c4c3)cc2)cc1	-4.7	0.3	-0.4	-0.4	-11.9	4.5	0.3	-0.1	1.9
Cc1ccc(C)c2c1cc(C)c1nnc(SCC(=O)Nc3nc4c(s3)CCCC4)n12	3.0	6.4	-0.1	-3.1	6.8	4.2	0.8	-0.8	-6.9
CCOC(=O)N1CCN(C(=O)c2cc3ccccc3o2)CC1	-6.9	11.4	-0.5	-2.4	2.8	0.9	0.1	-0.1	11.3
CCOC(=O)N1CCN(S(=O)(=O)N2CCCC(C(=O)NCCCN3CCCCC3)C2)CC1 (stereo not given)	-5.5	-0.1	0.0	-1.8	-10.3	13.2	0.2	0.6	1.9
C=CCN1C(=O)N(c2ccc(F)cc2)C(=O)C1CC(=O)Nc1ccc(Cl)cc1 (stereo not given)	7.0	5.4	1.3	-2.7	-4.7	0.2	9.6	0.6	2.9
